# Screening data from PubChem BioAssay.
# KOR beta-arrestin-1 = kappa opioid receptor blockers – cell-based, luminescence, uHTS (AID 1778). KOR beta-arrestin recruitment, luminescence, antagonist mode; higher % means a stronger effect. inhibition, % at 10 µM; hits with a dose series show IC50 in µM. actives 0.091% (n = 290,000); in the data active means inhibition above about 50%; further: strong numbers were not always called active
# T cell HTS = modulates CD8 T cell binding to vesicles | 2C CD8+ T cell-vesicle binding, flow cytometry; hits give low values | calls only at 7 µM | actives 0.068% (n = 330,000);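 active means response, share of CD8 T cells binding vesicles, and their 90th percentile fluorescence all below set limits, cut at about 80% in these data, passing the limit was not always enough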
#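 incubation = binding step 1.5 h, 37 °C, antibody labelling 20 min, ice | test system = 2C mouse CD8+ T cells | read-out basis = percent CD8+ FL2 mean versus row control | controls = Peptide-free naked vesicles (low) and QL9 vesicles with 0.7% DMSO vehicle (high) | detection = flow cytometry of vesicle-bound cells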
# GPR55 LPI antagonism = GPR55 antagonists blocking LPI-driven arrestin recruitment, primary screen, imaging, U2OS, beta-arrestin-GFP, LPI agonist (AID 2013); U2OS GPR55 beta-arrestin-GFP translocation imaging, LPI antagonism; higher % means a stronger effect; one-dose inhibition, % at 10 µM; IC50 in µM for titrated hits; actives 0.13% (n = 290,000);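 active means spots per cell inhibited over 60%, with over 100 cells counted and total cytoplasm intensity under 500,000; inconclusive means wells with under 100 cells, flagged as likely toxic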;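 further: U2OS cells stably carrying GPR55 and arrestin-GFP stimulated by 5 µM LPI near EC80; imaged beta-arrestin-GFP aggregate spots per cell after agonist stimulation; plate controls were LPI-stimulated DMSO wells for no effect and DMSO wells without LPI for full effect; some results filed as inactive read as strong as hits; confirmed hits need IC50 under 10 µM and bright autofluorescent wells are also inconclusive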
# GPR35 arrestin U2OS = inhibition of zaprinast-stimulated GPR35 beta-arrestin translocation – imaging, U2OS, beta-arrestin-GFP, zaprinast agonist, primary screen (AID 2058) | U2OS GPR35 beta-arrestin-GFP translocation imaging, zaprinast antagonism; higher % means a stronger effect | inhibition, % at 10 µM; hits with a dose series show IC50 in µM | actives 0.052% (n = 290,000);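 active means inhibition of at least 50% with at least 30 cells and total cytoplasm GFP at most 10,000,000; inconclusive means under 30 cells or total GFP of 10,000,000 plus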
# West Nile virus CPE = inhibition of WNV-induced cytopathic effect – cell-based, CPE readout (AID 1621). West Nile virus-infected cells, CPE inhibition; higher % means a stronger effect. CPE inhibition, % at 10 µM, or IC50 in µM where a hit was titrated. actives 0.02% (n = 290,000); in the data active means a potency from the dose series; inconclusive means CPE inhibition mostly from about 3.7% at the one dose, without a potency; inactive means the rest, 99 in 100 with CPE inhibition below about 2.2%; further: strong numbers were not always called active
# KOR beta-arrestin-2 = kappa opioid receptor activators – cell-based, luminescence, uHTS, primary screen (AID 1777). KOR beta-arrestin recruitment, luminescence; higher % means a stronger effect. activation, % at 10 µM; hits with a dose series show EC50 in µM. actives 0.02% (n = 280,000); in the data active means activation above about 50%, passing the limit was not always enough; further: a part of the inactive calls stands beside numbers as strong as those of hits
# NTR1 ag = agonists of NTR1, primary screen, imaging, U2OS cells, beta-arrestin-GFP, high content (AID 493036); P30989; NTR1-U2OS beta-arrestin-GFP spot imaging, agonist mode; activation, % at 20 µM; actives 0.17% (n = 330,000);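 active means activation at or above 40% of the spot to cytoplasm intensity ratio, with at least 20 cells analyzed; inconclusive means wells under 20 cells, flagged as cytotoxic or low count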;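 further: 0% = DMSO without peptide and 100% = 100 nM NTR1 peptide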
# Target sequence (P30989 whole entry, looked up): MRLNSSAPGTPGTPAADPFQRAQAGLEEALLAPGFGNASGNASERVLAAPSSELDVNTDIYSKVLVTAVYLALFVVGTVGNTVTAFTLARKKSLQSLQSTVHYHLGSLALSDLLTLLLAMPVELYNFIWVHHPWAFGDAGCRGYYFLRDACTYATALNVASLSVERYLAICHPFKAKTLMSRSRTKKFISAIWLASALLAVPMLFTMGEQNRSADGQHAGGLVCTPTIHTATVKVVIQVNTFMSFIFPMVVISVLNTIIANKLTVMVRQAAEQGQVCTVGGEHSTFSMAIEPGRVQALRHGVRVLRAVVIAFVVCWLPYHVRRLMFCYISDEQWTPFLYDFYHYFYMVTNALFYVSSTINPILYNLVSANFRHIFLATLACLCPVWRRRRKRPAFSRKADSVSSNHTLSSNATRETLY
# Salmonella PhoP GFP = PhoP-dependent GFP reporter repression – Salmonella Typhimurium, primary screen (AID 1863). one-dose inhibition, % at 50 µM; IC50 in µM for titrated hits. S. Typhimurium PhoP-regulated promoter GFP reporter, 4 h; higher % means a stronger effect. actives 0.16% (n = 300,000);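 active means inhibition over 29.93%, a cutoff 3 SD above the screen mean, later confirmed by dose response; inconclusive means inhibition over 29.93% but no dose response follow-up; inactive means inhibition at most 29.93% or unconfirmed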;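 further: 0% = low Mg2+ inducing control and 100% = high Mg2+ repressing control; strong numbers were not always called active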
# GPR55 beta-arrestin = selective activators of receptor GPR55 – imaging, U2OS cells, beta-arrestin-GFP redistribution, primary screen (AID 1961). U2OS GPR55 beta-arrestin-GFP redistribution imaging; higher % means a stronger effect. activation, % at 10 µM; hits with a dose series show EC50 in µM. actives 0.048% (n = 290,000);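 active means activation above 40% with more than 50 cells counted in the well; inconclusive means wells holding fewer than 50 cells, flagged as toxic or sparse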;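 further: U2OS osteosarcoma cells stably expressing GPR55 and beta-arrestin-GFP; plate controls were DMSO negative control for no effect and LPI positive control for full effect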
# T cell HTS vesicle-bound % = further read-out of T cell HTS, marked with its call; double positive events, %; measured here: CD8+ vesicle-bound cell fraction;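 binding gate set so that unloaded-vesicle control wells show 10% double positive cells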
# NTR1 ag cell count 20 µM = further read-out of NTR1 ag, marked with its call; cell count; measured here: cell count, cytotoxicity flag
# * = called active by the depositor; i = inactive; u = inconclusive; x = not tested or not shown; [ ] = dose if it differs, or a comment.
SMILES,KOR beta-arrestin-1,T cell HTS,T cell HTS vesicle-bound %,GPR55 LPI antagonism,GPR35 arrestin U2OS,West Nile virus CPE,KOR beta-arrestin-2,NTR1 ag,NTR1 ag cell count 20 µM,Salmonella PhoP GFP,GPR55 beta-arrestin
CN(C)C(=O)NC(NC(=S)Nc1ccccc1)C(Cl)(Cl)Cl (centres undefined),-20%,i,7,5%,14%,0.4%,2.4%,0.4,36,-3%,1.7%
COc1cccc(OC)c1CC1SC(=O)NC1=O (centres undefined),-28%,i,48,3%,-6%,-0.9%,0.3%,0.1,70,1%,-0.4%
Cc1ccc(-n2c(=O)c3sccc3n(Cc3cc(=O)n4cc(Cl)ccc4n3)c2=O)cc1F,-11%,i,48,0%,-2%,-0.8%,-3.1%,1.9,52,-12%,0.5%
CCC(C)(C)n1nnnc1C(C(C)C)N1CCC(C(N)=O)CC1 (centres undefined),26%,i,3,0%,1%,0.6%,1.4%,-0.2,70,-7%,-0.3%
Cc1cccc(NC(=S)NCc2ccncc2)c1C,-26%,i,62,1%,12%,0.1%,5.2%,-2.9,81,7%,-0.2%
CCOC(=O)N1CCN(C2CCCN(C(=O)c3cccc(N(C)C)c3)C2)CC1 (centres undefined),-36%,i,27,4%,1%,0.4%,4.7%,0.5,71,7%,-0.2%
CCOC(=O)N1CCc2c(sc(N)c2C#N)C1,4%,i,14,2%,-4%,0.0%,-3.2%,-1.0,35,-2%,-0.1%
Cc1ccc(C(C(=O)NC2CCCC2)N(Cc2cccnc2)C(=O)c2snc(C(N)=O)c2N)o1 (centres undefined),-16%,i,39,2%,7%,-0.6%,5.7%,0.8,81,6%,-0.1%
O=C(NNC1=C(C(=O)C(F)(F)F)CCC1)c1ccc(Cl)cc1,-83%,i,9,13%,20%,0.4%,-0.1%,1.7,48,-16%,-0.1%
CC(=O)OCCCN1c2ccccc2Nc2nnc(-c3ccccc3)cc21,2%,i,38,2%,10%,-0.4%,-1.4%,1.3,64,7%,0.2%
O=C1c2cccc3c(N4CCCCC4)ccc(c23)C(=O)N1c1cccc(O)c1,9%[20 µM],i,19,-5%,-3%,-0.6%,-4.5%,-0.9,28,-19%,0.2%
COC(=O)CCC(=O)Nc1cccc(C(=O)Nc2cccc(Cl)c2)c1,10%,i,31,16%,7%,0.7%,-0.9%,0.4,51,0%,-0.1%
COc1ccc(N2CCN(C(=O)C(=O)c3c(C)n(C)c4ccccc34)CC2)cc1,-32%,i,6,5%,5%,-1.4%,-1.1%,0.7,70,-7%,0.6%
Nc1ccc(Cc2nc3c(ccc4ccccc43)[nH]2)cc1,-59%,i,30,-23%,-4%,-0.1%,4.0%,-0.5,59,3%,0.2%
CC(C)[C@H](NC(=O)C1(c2ccccc2)CCN(C(=O)OC(C)(C)C)CC1)C(=O)O,6%,i,32,3%,5%,0.8%,-4.3%,-1.9,98,-10%,-0.2%
CCOc1ccc(CCNC(=O)c2ccc(CNS(=O)(=O)c3ccccc3)cc2)cc1OCC,-11%,i,48,5%,-11%,-1.1%,7.9%,3.0,56,-7%,-0.3%
O=C(NCc1ccc2c(c1)OCO2)C(c1ccco1)N(C(=O)c1csnn1)c1ccccc1 (centres undefined),-9%,i,21,9%,-3%,0.3%,1.8%,-2.6,83,-1%,-0.2%
Cc1ccc(NC(=O)N2CCC(c3ccccc3)C2)cc1C (centres undefined),-18%,i,32,-2%,-8%,-0.6%,2.4%,3.3,66,0%,0.6%
Cc1cc(NC(=O)CCCC(=O)N(c2ccccc2)C(C(=O)NC2CCCCC2)c2cccs2)no1 (centres undefined),4%,i,17,3%,-18%,-0.9%,-1.2%,1.9,80,-4%,0.5%
Cc1ccc(C(=O)n2nc(-c3ccco3)nc2N)cc1,10%,i,30,29%,5%,0.2%,-0.2%,0.3,52,5%,-0.1%
CCCc1cc(-c2n[nH]c(C(=O)OCC)c2-c2cscn2)c(O)cc1O,30%,i,25,3%,2%,-0.6%,-2.8%,4.3,65,5%,0.8%
O=C(c1ccc(OC2CCN(Cc3cccc(F)c3)CC2)cc1)N1CCCCC1,-3%,i,24,19%,0%,-0.7%,-7.3%,-0.5,69,-4%,0.3%
Cc1ccc(Nc2nc(C)nc3c2oc2ccccc23)cc1,14%,i,30,-8%,2%,-0.1%,0.8%,7.3,66,1%,1.2%
c1ccc2[nH]c(CN3CCOCC3)nc2c1,17%,i,47,-2%,3%,0.3%,-0.7%,-0.6,59,2%,0.0%
C#CCNC(=O)C1=C[C@@H](C2CCCCC2)C[C@@H](OCc2ccc(CO)cc2)O1,4%,x,x,9%,-8%,-1.2%,0.6%,11,49,7%,-0.2%
O=C(NNC(=S)Nc1cccc(C(F)(F)F)c1)c1cccc(Cl)c1,-58%,i,50,-1%,-4%,-1.3%,0.5%,15,57,u,0.3%
CCC(CC)c1nnc(NC(=O)c2ccc([N+](=O)[O-])cc2)s1,-4%,i,43,10%,6%,-0.9%,0.0%,4.8,79,-4%,-0.2%
Cc1nc(SCC(=O)N2CCc3ccccc32)n[nH]1,-4%,i,9,11%,-8%,0.3%,2.9%,-0.3,44,4%,0.0%
COc1ccc(N2CCN(C(=O)COC(=O)CNC(=O)c3ccccc3)CC2)cc1,-9%,i,65,-14%,-5%,-0.1%,5.1%,1.9,56,-1%,0.5%
CC(=O)c1cccc(NC(=O)Nc2cccnc2)c1,42%,i,11,6%,-4%,-0.3%,1.9%,-1.5,65,4%,-0.1%
COC(=O)c1ccc(NC(=O)CSc2nnc(C)n2-c2ccccc2)cc1,-62%,i,30,-9%,-5%,0.0%,7.3%,-1.5,63,-8%,0.2%
O=S(=O)(c1ccccc1)c1ncc(C(F)(F)F)cc1O,4%,i,58,-8%,5%,x,-0.5%,1.8,97,1%,0.0%
CCc1cccc(CC)c1NC(=O)C1SC(=Nc2ccccc2C)C(c2nc3ccccc3s2)=C1N (centres undefined),8%,i,42,-7%,-5%,x,0.1%,1.7,79,1%,-0.1%
COC(=O)[C@@]1(Cc2ccc(F)cc2)[C@H]2c3cc(C(=O)N(C)C)n(Cc4ccccn4)c3C[C@H]2CN1C(=O)c1ccccc1,-22%,i,16,3%,-22%,-0.8%,-1.1%,-1.4,101,-5%,0.1%
O=C(CN1CCCCC1)Nc1ccc(F)c(Cl)c1,-21%,i,55,10%,11%,-0.2%,4.7%,-0.9,48,18%,-0.5%
CC(=O)N1CC(C)Sc2ccc(S(=O)(=O)NC(C)c3ccccc3)cc21 (centres undefined),-47%,i,37,-8%,10%,-0.6%,10%,1.3,44,7%,0.0%
COc1ccc(/C=N/Nc2nc(-c3ccc(Cl)cc3)cc(C(F)(F)F)n2)cc1OC,21%,i,10,22%,-1%,-0.6%,6.1%,5.0,34,-4%,-0.3%
CCOCCCNC(=S)NCCCNc1nc2ccc(C)cc2cc1C#N,-3%,i,35,1%,-22%,-0.8%,-0.8%,2.9,38,2%,0.0%
CCN(CC)C(=O)COc1ccc(/C=C(\C#N)S(=O)(=O)c2ccccc2)cc1OC,-15%,i,34,7%,-4%,0.3%,-6.8%,1.1,37,-4%,0.1%
CCOC(=O)c1sc(N2C(=O)C(O)=C(C(=O)c3ccco3)C2c2cccc([N+](=O)[O-])c2)nc1C (centres undefined),14%,i,8,27%,-3%,0.1%,3.0%,x,x,-3%,-0.1%
O=C1S/C(=C\C=C\c2ccco2)C(=O)N1c1ccc(O)cc1,28%,i,39,13%,-19%,0.0%,1.5%,5.2,58,-1%,0.2%
O=C1CN(c2ccccc2)C(=S)N1C(=O)c1ccccc1,-11%[20 µM],i,47,2%,6%,-0.3%,6.9%,-0.6,63,1%,0.3%
CN(CCCNC(=O)c1cccn2c(=O)c3ccccc3nc12)Cc1ccccc1,13%,i,38,21%,-2%,-2.7%,0.9%,6.4,87,-12%,0.0%
COc1cccc(C(=O)c2c[nH]c(C(=O)NCc3cccnc3)c2)c1,6%,i,31,4%,9%,0.4%,-2.2%,-0.3,66,-5%,0.8%
COc1ccccc1N1CCN(C2=CC(=O)CCC2)CC1,-15%,i,17,-2%,-2%,0.2%,-1.0%,-0.4,38,5%,-1.0%
COc1cccc(CN2CCC(n3nccc3NC(=O)CCOc3ccccc3)CC2)c1,-26%,i,40,10%,-3%,-2.1%,-2.4%,-0.5,66,-6%,-0.1%
COc1ccc(N2CCN(C(=O)CN(Cc3ccccc3)S(C)(=O)=O)CC2)cc1,-1%,i,26,6%,-7%,-0.5%,0.1%,-0.6,41,-4%,-0.1%
CN(CC(=O)Nc1ccc(F)cc1)CC(=O)Nc1ccc(Cl)c(S(=O)(=O)N2CCOCC2)c1,32%,i,50,-14%,-9%,-0.6%,x,1.4,74,-5%,-0.2%
CCOC(=O)/C(=N\Nc1ccccc1[N+](=O)[O-])c1csc(N)n1,-111%[20 µM],i,17,-6%,2%,0.1%,-2.0%,1.6,44,4%,0.2%
Cc1cccnc1NC(=O)C1CCN(S(=O)(=O)c2cccs2)CC1,-33%,i,28,0%,1%,-0.2%,4.0%,-0.7,95,-2%,-0.1%
Cc1nn(C)c(C)c1N1C(=O)c2cccc3c(N)ccc(c23)C1=O,-23%,i,17,12%,6%,-0.1%,0.1%,x,x,-205%,0.6%
CC(C)CN(CC(C)C)C(=O)CCCC(=O)N(CC(C)C)CC(C)C,0%,i,54,-1%,5%,-1.2%,1.0%,-2.1,53,6%,0.1%
Cn1c(SCC(=O)Nc2ccc(Cl)cn2)nnc1C1CC1,12%,i,23,15%,-8%,0.1%,-3.5%,-1.4,63,-4%,0.0%
Cc1nnc(SCc2cccc3ccccc23)s1,-6%,i,60,6%,-3%,-1.0%,-2.3%,-0.8,54,1%,0.2%
O=C(CCNC(=O)c1ccccc1)NCCc1ccc(Cl)cc1,-2%,i,62,-4%,1%,0.1%,-0.8%,-0.5,81,-7%,-0.3%
